# SRC1 inh = SRC1 coactivator transcriptional activity inhibitors, primary screen, cell-based, luminescence; Nuclear receptor coactivator 1 (Homo sapiens), Q15788; HEK293 GAL4-SRC1 luciferase reporter; AID 588354, 2011; 0.12% of 360,000 active; inhibition, % at 3.6 µM;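 active means inhibition above the campaign mean plus 3 SD, with each screening campaign given its own cutoff, cut at about 60% in these data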;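 further: 0% = DMSO treated cells and 100% = gossypol at 36 µM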
# COUP-TFII inh = NR2F2 transcriptional activity inhibitors, primary screen, cell-based, luciferase reporter, HEK293T, luminescence; COUP transcription factor 2 (Homo sapiens), P24468; HEK293T NGFI-A luciferase reporter; inhibition, % at 8.6 µM; 0.7% of 370,000 active; AID 686940, 2013;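 active means inhibition above a per-plate cutoff, mean inhibition of test wells between control levels plus 3 SD, cut at about 38% in these data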;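 further: cells cotransfected with COUP-TFII expression vector driving the NGFI-A reporter; 0% = median of COUP-TF2 test wells and 100% = reporter-only cells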
# TRAIL sens C8 = viability loss with TRAIL in NB7+C8 cells, primary screen, TRAIL sensitizer project, cell-based, ATPlite luminescence. AID 624354, 2012. inhibition (viability loss, TRAIL sensitization), % at 10 µM. 1% of 360,000 active;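 active means compounds causing at least 50% loss of cell viability in the single-dose screen, relative to plate controls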
# SRC3 inh = SRC3 coactivator transcriptional activity inhibitors, primary screen, cell-based, luminescence. Nuclear receptor coactivator 3 (Homo sapiens), Q9Y6Q9. HEK293 GAL4-SRC3 luciferase reporter. inhibition, % at 3.6 µM. 0.17% of 360,000 active;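 active means inhibition above a per-campaign cutoff, the mean of all compounds plus 3 SD, cut at about 60% in these data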;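 further: 0% = DMSO-treated cells and 100% = gossypol-treated cells at 36 µM; higher means less SRC3-driven luciferase light from the GAL4 reporter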
# NCOA2 inhibitor = inhibition of GAL4-SRC2 driven luciferase reporter, primary screen, SRC2 inhibitor project, cell-based, luminescence; Nuclear receptor coactivator 2 (Homo sapiens), Q15596; HEK293 GAL4-SRC2 luciferase reporter; 0.17% of 370,000 active; inhibition, % at 9 µM;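 active means inhibition above the mean inhibition of all tested compounds plus 3 SD, set per campaign, cut at about 52% in these data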;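 further: 0% = DMSO treated cells and 100% = cells given Gossypol at 36 µM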
# Target sequence (Q15596 whole entry, looked up, the tested form may be a part): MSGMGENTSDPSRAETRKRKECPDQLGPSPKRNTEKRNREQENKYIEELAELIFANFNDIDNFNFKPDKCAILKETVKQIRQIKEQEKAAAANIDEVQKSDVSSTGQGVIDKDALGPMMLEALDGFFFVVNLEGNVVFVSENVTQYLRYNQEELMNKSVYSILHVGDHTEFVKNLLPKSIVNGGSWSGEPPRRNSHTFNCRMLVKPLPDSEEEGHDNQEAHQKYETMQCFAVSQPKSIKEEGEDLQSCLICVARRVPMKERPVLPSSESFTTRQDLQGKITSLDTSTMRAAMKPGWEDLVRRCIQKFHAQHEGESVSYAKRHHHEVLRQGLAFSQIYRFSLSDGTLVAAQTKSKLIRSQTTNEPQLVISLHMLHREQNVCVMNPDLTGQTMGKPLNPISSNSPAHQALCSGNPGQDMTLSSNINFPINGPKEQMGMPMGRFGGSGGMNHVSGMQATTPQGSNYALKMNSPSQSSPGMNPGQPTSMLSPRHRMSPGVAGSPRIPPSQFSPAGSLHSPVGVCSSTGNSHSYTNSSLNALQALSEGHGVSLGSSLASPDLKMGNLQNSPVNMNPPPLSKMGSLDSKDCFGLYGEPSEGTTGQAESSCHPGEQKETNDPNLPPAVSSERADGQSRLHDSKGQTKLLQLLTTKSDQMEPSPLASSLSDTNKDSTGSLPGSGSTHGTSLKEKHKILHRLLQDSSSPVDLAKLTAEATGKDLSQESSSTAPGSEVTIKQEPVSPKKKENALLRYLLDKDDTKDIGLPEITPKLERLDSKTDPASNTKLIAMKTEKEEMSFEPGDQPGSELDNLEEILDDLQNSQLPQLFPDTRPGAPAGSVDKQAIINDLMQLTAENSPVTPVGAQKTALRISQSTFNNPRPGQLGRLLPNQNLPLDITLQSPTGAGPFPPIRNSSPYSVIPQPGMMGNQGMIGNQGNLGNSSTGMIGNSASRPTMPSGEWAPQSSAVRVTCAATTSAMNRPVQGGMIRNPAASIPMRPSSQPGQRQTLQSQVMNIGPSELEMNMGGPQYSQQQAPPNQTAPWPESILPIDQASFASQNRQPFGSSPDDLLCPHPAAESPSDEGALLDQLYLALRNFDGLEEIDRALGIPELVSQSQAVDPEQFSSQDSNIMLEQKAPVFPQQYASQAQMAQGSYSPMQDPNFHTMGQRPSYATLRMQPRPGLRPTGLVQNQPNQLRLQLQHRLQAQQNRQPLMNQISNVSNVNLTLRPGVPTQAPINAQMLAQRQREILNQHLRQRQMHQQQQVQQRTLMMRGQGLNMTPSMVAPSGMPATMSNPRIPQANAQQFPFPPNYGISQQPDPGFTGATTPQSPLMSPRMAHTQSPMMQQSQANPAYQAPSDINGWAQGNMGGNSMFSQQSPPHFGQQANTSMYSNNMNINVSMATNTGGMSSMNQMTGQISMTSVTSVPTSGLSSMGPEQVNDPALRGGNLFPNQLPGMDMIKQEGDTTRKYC
# NOD2 RIPK2 PPI = NOD2-RIPK2 binding disruptors in cells, primary screen, fluorescence, CHO cells, BLA complementation; Receptor-interacting serine/threonine-protein kinase 2 (Homo sapiens), O43353; CCF4 ratio; inhibition, % at 4.98 µM; 0.38% of 360,000 active; in the data active means inhibition above about 21%;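 further: 0% = vehicle only and 100% = reference blocker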
# TLR9-MyD88 block = inhibitors of TLR9-MyD88 association in cells, primary screen, cell-based, CHO, BLA complementation, fluorescence | CCF4 FRET ratio | Toll-like receptor 9 (Homo sapiens) + Myeloid differentiation primary response protein … | AID 504734, 2011 | 0.21% of 340,000 active | inhibition, % at 4.98 µM;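 active means inhibition above the mean over all tested compounds plus 3 SD, cut at about 21% in these data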;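 further: 0% = DMSO only wells and 100% = clavulanate BLA inhibitor control wells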
# LMP1 NFkB inh = EBV LMP1-driven NF-kappaB luciferase reporter inhibitors, primary screen, cell-based, luminescence, single point; 0.69% of 350,000 active; AID 504558, 2011; inhibition, % at 12.5 µM; LMP1-induced NF-kappaB luciferase reporter cells; in the data active means inhibition above about 41%;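 further: 0% = neutral control wells and 100% = reference inhibitor control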
# TWEAK-Fn14 inh = inhibitors of TWEAK-Fn14 signaling, primary screen, luciferase reporter cells, uHTS; TWEAK-stimulated Fn14 reporter cells, luciferase luminescence, 8 h; inhibition, % at 10 µM; 2% of 360,000 active; in the data active means inhibition above about 50%
# NR5A2 inv ag = LRH-1 (NR5A2) inverse agonists, primary screen, cell-based, luminescence, HEK293T, StAR-luciferase reporter | Nuclear receptor subfamily 5 group A member 2 (Homo sapiens), O00482 | LRH-1 transfected, 24 h | inhibition, % at 3.6 µM | 0.13% of 360,000 active;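 active means inhibition above the mean inhibition of all tested compounds plus 3 SD, cut at about 73% in these data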;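 further: 0% = DMSO wells and 100% = reporter-only cells lacking LRH-1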
# TROY NFkB inh = inhibitors of TROY-driven NF-kB signaling, primary screen, Q293 LMP1-TROYcd cells, NF-kB luciferase, uHTS. Q293 LMP1-TROYcd NF-kB luciferase reporter, 4 h. AID 1347056, 2019. 0.98% of 360,000 active. inhibition, % at 10 µM;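 active means compounds whose plate-normalised and pattern-corrected inhibition of the luciferase reporter signal at the single screening dose is 50% or more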
# Numbers without * were called inactive; · = no result given. Only part of the results is shown. The share of hits here may be higher or lower than overall.
SMILES	NCOA2 inhibitor	COUP-TFII inh	NOD2 RIPK2 PPI	TWEAK-Fn14 inh	TLR9-MyD88 block	TRAIL sens C8	TROY NFkB inh	SRC1 inh	SRC3 inh	NR5A2 inv ag	LMP1 NFkB inh
CCN(CC(=O)NCc1cccs1)C(=O)CCC(=O)c1ccc(F)cc1	13	-13	-5	5	0	-3	5	-10	-5	-3	3
CC(C(=O)N(C)C)N1c2cccc3cccc(c23)S1(=O)=O (stereo unspecified)	1	-13	-2	2	-4	6	-27	0	10	16	-5
N/C(=N\OC(=O)N1c2ccccc2Sc2ccccc21)c1ccccc1	1	8	-9	-17	7	2	-23	-25	11	21	7
O=C1CC(Nc2ccccc2)C(=O)N1CCc1ccccc1 (stereo unspecified)	2	1	-3	-22	-7	-1	-14	-17	-7	-17	-5
Nc1ncnc2c1ncn2C1O[C@H](CO)[C@@H](O)[C@@H]1O (stereo partly specified)	-7	2	-7	-10	2	12	-13	-5	-5	3	6
O=C(CN1C(=O)C2CC=C(Cl)CC2C1=O)N1CCOCC1 (stereo unspecified)	12	8	-6	1	-11	-9	-12	4	-6	-22	-11
Cc1cccc(NC(=O)C(C)N2C(=O)C3C4CC(C(Br)C4Br)C3C2=O)c1 (stereo unspecified)	6	-14	-4	-8	1	-9	-15	-26	13	-6	-6
Cc1ccc(S(=O)(=O)N2CCCCC2)cc1NC(=O)COC(=O)C1=COCCO1	-1	4	1	-1	2	-12	-11	-3	4	-1	-4
O=C1NC(=Nc2ccc(O)cc2)S/C1=C/c1ccco1	-8	-2	0	14	5	-17	-20	-10	-20	10	-27
O=C(Cc1cccc2ccccc12)Nc1cc(C(=O)O)cc(C(=O)O)c1	-22	4	-4	11	-3	-10	4	4	-2	10	2
Cc1cc(C)cc(NC(=O)N2c3ccccc3NC(=O)CC2C)c1 (stereo unspecified)	-4	4	-13	1	0	4	-14	-35	21	5	0
O=C(CSc1ncnc2sc3c(c12)CCCC3)c1ccccc1	5	7	0	-1	-5	4	-34	-7	-21	-3	-14
CCCCOc1ccc(C(=O)N2CCCC2)cc1	-37	-5	-3	-18	0	2	4	-33	-39	-42	-7
O=S(=O)(c1ccccc1)N1CCN(Cc2nnc(-c3ccccc3)o2)CC1	-7	6	2	4	-2	6	-3	-7	-20	-13	-18
O=C(NCc1ccccc1)C1(c2ccccc2)CCN(S(=O)(=O)c2ccccc2)CC1	13	19	-5	-8	5	4	2	-11	-6	-13	3
COCc1cc(C)nc(SCC[N+](C)(C)CC(=O)c2ccccc2)c1C#N	-4	-1	-2	1	8	11	-4	-17	5	3	-3
Cc1ccc(N(CCC#N)C(=O)COC(=O)C2CCN(S(=O)(=O)c3ccc(C)c(C)c3)CC2)cc1	9	-8	5	-17	4	-7	-8	7	-1	-2	-4
CC(=O)c1ccc(OCc2cc(C(=O)N(C)Cc3ccccn3)no2)cc1	-62	-18	-2	-22	0	3	-59	-40	-86	-78	-32
Cc1ccc(S(=O)(=O)NCCC(=O)NCc2ccccc2)cc1	-18	-11	-1	-5	2	18	5	6	-7	6	6
COc1ccc(C(=O)Cn2nnc(-c3ccccc3NC(=O)C3CC3)n2)cc1	-12	1	-16	9	1	13	0	8	8	0	-11
CC1CCCCN1CCCNC(=O)C1CCN(c2nnc(-n3cccc3)s2)CC1 (stereo unspecified)	6	-5	-5	2	-7	12	-13	5	9	1	3
Clc1ccc2nc(-c3ccc(Br)s3)cn2c1	-2	-5	-3	0	-10	59*	-31	-124	-116	-145	27
CCN(CC)CCCN=C(C)C1=C(O)c2ccccc2C1=O	-9	10	2	8	·	-15	4	-6	-11	-13	·
CC1CCCC(NS(=O)(=O)c2cc(Br)cnc2N)C1C (stereo unspecified)	12	5	5	-1	2	2	3	-6	-5	6	-4
Fc1ccc(CCNC(=S)Nc2ccc(F)c(Cl)c2)cc1	-6	18	0	5	14	5	32	14	6	1	-9
O=C(Nc1cccnc1)c1ccccc1O	-14	-5	3	6	-6	-2	-26	-8	-18	-9	-1
CN(C)S(=O)(=O)c1ccc(C(=O)NCCOc2ccc(F)cc2)cc1	-30	-37	8	-10	-4	-5	-8	-70	-63	-46	-23
CC(=O)C1=C(O)C(=O)N(CCCO)C1c1ccccc1 (stereo unspecified)	17	2	-4	8	1	-6	-11	7	23	-16	-16
O=C(CSc1nc2ccccc2c(=O)[nH]1)N1CCN(S(=O)(=O)c2ccccc2)CC1	·	·	-6	-5	12	-15	-5	-7	15	-3	-3
CN(CC(=O)N1CCN(c2ccccn2)CC1)S(=O)(=O)c1ccc(Br)cc1	-22	13	-4	92*	-6	-5	·	-6	0	-1	5
O=C(N=Nc1c(O)[nH]c2ccccc12)c1cc(NS(=O)(=O)c2cccs2)cc(NS(=O)(=O)c2cccs2)c1	22	19	-7	-2	8	-3	0	4	15	3	-5
CC1(C)C(c2ccccn2)=[N+]([O-])C(C)(C)N1O	-10	-9	-1	-8	8	-31	-1	10	9	-6	-6
CCN(CC(=O)Nc1ccccc1OC)CC(=O)Nc1ccccc1C(F)(F)F	-7	0	2	5	3	7	6	2	-6	4	-1
CCCCN(C)C(=O)Cn1cnc2sc(C)cc2c1=O	-20	3	-5	-15	-3	4	-6	-7	4	4	-17
Nc1nc2ccc(NC(=O)c3ccco3)cc2s1	-26	-19	1	2	-12	18	-41	-47	-46	-102	-21
COc1cc(NC(=O)c2ccc3c(c2)OCCO3)ccc1NC(=O)c1ccccc1Cl	-20	5	2	14	9	2	-1	-17	-1	-11	-7
CC(=O)NCc1ccc(C(=O)CCl)cc1	10	-12	-13	3	3	1	1	-23	3	29	-18
COc1ccc(NC(=O)CN(C)C(=O)c2ccc(-c3cccc(C(F)(F)F)c3)o2)cc1	-6	0	0	-17	0	0	-6	-3	-18	-2	8
Cc1cc2[nH]c(=O)c(=O)[nH]c2cc1S(=O)(=O)Nc1cccc(Cl)c1	-4	3	-14	-8	3	-4	-20	-18	9	14	-1
COc1ccc(N2CCN(C(=O)COC(=O)[C@@H](NC(=O)c3c(F)cccc3F)C(C)C)CC2)cc1	25	6	4	0	-2	-11	-13	1	13	-18	1
CC(C)(C)SC(=O)CC1NS(=O)(=O)OCC1NC(=O)OCC(Cl)(Cl)Cl (stereo unspecified)	4	-3	-2	-14	-6	5	-10	9	11	-15	10
Nc1c(NCc2ccccc2)c(=O)[nH]c(=O)n1Cc1ccccc1	·	·	7	0	-10	-16	1	3	-9	-2	-1
O=C1CN(C(=O)c2ccccc2[N+](=O)[O-])C(c2ccccc2)c2cc(Br)ccc2N1 (stereo unspecified)	14	19	-7	11	-1	1	5	-5	2	-10	6
C/C(=N/NC(=O)C1CCCCC1)c1ccc([N+](=O)[O-])cc1	-37	0	3	-26	-4	-11	3	-43	-7	0	-8
Cc1ccccc1Cn1nc(C)c(NC(=O)c2noc3c2CCc2ccccc2-3)c1C	0	26	-9	-5	0	-7	22	-2	17	-19	10
CCc1cc(CNC(=O)C2CCC(=O)N(Cc3cccc(F)c3)C2)on1 (stereo unspecified)	26	-20	-4	3	-1	-4	-20	-9	13	9	-9
COc1ccc(Cl)cc1NC(=O)CCN1CCN(C)CC1	13	6	-2	7	5	2	22	-6	-23	15	0
CCN(CC)c1ccc(N2C(=NC(=O)C3CCCO3)SC3CS(=O)(=O)CC32)cc1 (stereo unspecified)	1	-21	-10	-8	3	-7	-2	1	14	-14	1
COc1cc(NCC(=O)Nc2cccc(S(=O)(=O)N3CCCCC3)c2)cc(OC)c1OC	-42	3	-1	-4	-3	8	-15	9	7	-29	4
Cc1nc2sc(C(=O)c3ccccc3)c(N)c2c2c1CCCC2	-34	-34	2	-35	12	13	-57	-38	-47	-12	-22
CC1(C)OC(=O)C(=CNc2ccccc2)C(=O)O1	-8	17	12	-13	1	-13	-1	-15	6	-1	-8
CCOC(=O)C(NC(=O)c1ccc(OC)cc1)(N1CCOCC1)C(F)(F)F (stereo unspecified)	22	25	-7	-28	-1	-10	12	16	8	-17	-10
Cc1ccc[n+](C(C)C(=O)Nc2ccc(C)c([N+](=O)[O-])c2)c1 (stereo unspecified)	2	-2	4	-4	-3	-7	-12	5	0	-3	-9
CC(=O)Nc1cccc(-c2csc(Nc3ccc(Cl)cn3)n2)c1	-53	-56	-14	35	5	8	41	-81	-82	-141	-58
COc1cccc(/C=N/Nc2snc(SC)c2C#N)c1	-41	-27	-6	-11	6	16	-46	-60	-56	-26	-10
COc1cc(NC2CCCCC2O)c2nc(-c3ccc(Cl)cc3)ccc2c1 (stereo unspecified)	-29	-15	17	16	2	34	-12	-29	-99	-79	-36
O/N=C/c1cn(-c2ccccc2)nn1	-28	1	3	-26	7	2	-32	-19	-1	-27	-8
O=c1cc(S(=O)(=O)Cc2ccccc2)[nH]c(=O)[nH]1	2	-2	-22	16	6	2	-9	-7	-43	13	-7
Cn1ccc2c(-c3cccc4ccccc34)cc3c(c21)C1CCC3O1 (stereo unspecified)	-13	4	-4	0	·	-2	34	-8	15	-8	·
Cc1cc(N2C(=O)C(O)=C(C(=O)c3ccc(C)o3)C2c2cccc(Cl)c2)no1 (stereo unspecified)	10	7	2	-6	5	-4	-14	4	-13	-18	5

# Later entries
SMILES	NCOA2 inhibitor	COUP-TFII inh	NOD2 RIPK2 PPI	TWEAK-Fn14 inh	TLR9-MyD88 block	TRAIL sens C8	TROY NFkB inh	SRC1 inh	SRC3 inh	NR5A2 inv ag	LMP1 NFkB inh
Nc1nc(SCC(=O)Nc2ccc(Br)cc2Br)n[nH]1	-34	-14	11	7	18	-15	-1	13	0	-12	-6
O=C(CCc1ccccc1)Nc1ncn[nH]1	-4	-4	-3	3	-9	-7	4	-10	-6	2	6
O=C(Nc1ccc(Cl)c(S(=O)(=O)N2CCOCC2)c1)c1cn2ccccc2n1	10	12	1	-1	6	15	-8	6	-1	-5	-2
Cc1ccc2nc(NC(=O)CCNS(=O)(=O)c3ccc(Br)s3)sc2c1	·	·	-7	13	8	14	-24	-20	4	-18	-9

# Compound activity (PubChem)
